Screens: PubChem BioAssay, Sanford-Burnham Center for Chemical Genomics
hIAP inh: blocks human intestinal alkaline phosphatase; purified IAP, CDP-Star luminescence, 30 min; P09923; actives 0.12% (n = 330,000); inhibition, % at 10 µM;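 active = inhibition reaching a set limit with compound at 10 µM in the primary screen, cut at about 35% in these data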;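 note: plate controls were DMSO wells with enzyme for no effect and no-enzyme buffer wells for full effect; values of inactives mirror those of a sister screen read the other way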
Target sequence (P09923 whole entry, looked up): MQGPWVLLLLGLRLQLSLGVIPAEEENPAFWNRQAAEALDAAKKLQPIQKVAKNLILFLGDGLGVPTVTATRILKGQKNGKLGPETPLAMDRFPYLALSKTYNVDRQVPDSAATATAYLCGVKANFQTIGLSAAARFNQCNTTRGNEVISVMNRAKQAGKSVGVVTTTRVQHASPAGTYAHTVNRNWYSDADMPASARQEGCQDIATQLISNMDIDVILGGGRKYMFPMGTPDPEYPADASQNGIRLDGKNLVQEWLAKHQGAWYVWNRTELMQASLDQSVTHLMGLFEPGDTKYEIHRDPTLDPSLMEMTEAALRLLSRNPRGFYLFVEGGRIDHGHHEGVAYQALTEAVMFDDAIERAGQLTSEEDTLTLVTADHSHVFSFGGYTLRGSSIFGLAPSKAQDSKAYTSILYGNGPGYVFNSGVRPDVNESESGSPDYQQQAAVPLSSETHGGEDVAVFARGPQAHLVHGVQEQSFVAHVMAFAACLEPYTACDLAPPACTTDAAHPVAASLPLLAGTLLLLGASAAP
mIAP inh: mouse IAP inhibition; purified mouse IAP, CDP-Star luminescence, 30 min; actives 0.2% (n = 330,000); inhibition, % at 10 µM;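 active = inhibition of at least 40% at 10 µM in the primary screen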;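 note: plate controls were DMSO with enzyme for no effect and no enzyme wells for full effect; values of inactives mirror those of a sister screen read the other way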
APOBEC3G inh: inhibitors of human APOBEC3G DNA deaminase | recombinant A3G, ssDNA deamination FAM/TAMRA fluorescence | inhibition, % at 20 µM | actives 0.28% (n = 330,000) | AID 493012;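 active = inhibition of at least 40% at 20 µM, with no more than 30% in the related APOBEC3A deaminase screen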;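 note: plate controls were DMSO wells with A3G for no effect and wells lacking A3G enzyme for full effect; some compounds called inactive have numbers as strong as hits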
Target sequence (Q9HC16 whole entry, looked up): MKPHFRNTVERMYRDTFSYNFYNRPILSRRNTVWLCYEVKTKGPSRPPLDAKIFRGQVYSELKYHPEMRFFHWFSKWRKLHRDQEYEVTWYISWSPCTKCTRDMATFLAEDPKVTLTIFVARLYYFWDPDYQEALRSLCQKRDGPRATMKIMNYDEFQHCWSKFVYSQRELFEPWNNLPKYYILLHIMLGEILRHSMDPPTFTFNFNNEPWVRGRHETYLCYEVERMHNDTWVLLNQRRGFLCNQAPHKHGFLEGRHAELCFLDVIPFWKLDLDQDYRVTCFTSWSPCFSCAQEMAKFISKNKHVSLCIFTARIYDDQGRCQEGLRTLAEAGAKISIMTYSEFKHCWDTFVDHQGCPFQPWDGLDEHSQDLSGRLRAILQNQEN
TIM10 inh: TIM10 yeast growth inhibition | S. cerevisiae TIM10 strain growth, BacTiter-Glo luminescence, 24 h | inhibition, % at 10 µM | actives 1.4% (n = 330,000) | AID 463195;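 active = inhibition of 40% or more at the single tested concentration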;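 note: wild-type TIM10 isogenic control strain grown at permissive 25 °C; 0% = DMSO yeast wells and 100% = minimal medium wells without yeast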
MIN6 prolif: MIN6 beta-cell proliferation induction; MIN6 cells proliferation, ATPlite luminescence, 48 h; cells starved in 0.2% serum; 100% = growth in 10% serum; proliferation, % at 10 µM; actives 0.29% (n = 330,000); AID 2380;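 active = compounds whose signal lies at least 3.5 SD above the mean of all wells on their plate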;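 note: 0% = DMSO-treated cells in low-serum medium and 100% = 10% serum control; some compounds called inactive have numbers as strong as hits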
tim10-1 inh: inhibits growth of tim10-1 mutant yeast; S. cerevisiae tim10-1 ts strain growth, BacTiter-Glo, 24 h; inhibition, % at 20 µM; actives 2.2% (n = 330,000);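 active = inhibition of at least 40%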;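 note: mutant grown at 25 °C; 0% = DMSO wells with yeast and 100% = wells holding no yeast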
NALP3 yeast inh: NALP3 inhibition in yeast; Yeast reconstituted NLRP3/ASC/caspase-1, beta-gal luminescence, 24 h; inhibition, % at 10 µM; actives 0.39% (n = 330,000); AID 2825;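 active = inhibition of 50% or more; inactive = inhibition below 50%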;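 note: plate controls were induced DMSO wells for no effect and uninduced yeast grown without galactose for full effect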
mIAP activ: mouse IAP activation; AID 2805; actives 0.24% (n = 330,000); activation factor at 10 µM; muIAP, CDP-Star luminescence, 30 min; active compounds read high; 1 = vehicle-only enzyme signal, 0 = enzyme-free wells;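 active = activation factor of at least 2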; note: the source names both 10 and 20 µM as test concentration; values of inactives mirror those of a sister screen read the other way
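System: Mouse IAP enzyme | Also added: CDP-Star substrate | Dosing: Compounds dispensed in DMSO | Schedule: 30 min enzyme-substrate-compound incubation at room temperature | Technique: Chemiluminescence readout | Control set: DMSO-only wells and no-enzyme negative control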
APOBEC3A inh: blocks human APOBEC3A ssDNA deamination. P31941. recombinant A3A, FAM/TAMRA ssDNA deamination fluorescence. inhibition, % at 20 µM. actives 0.41% (n = 330,000). AID 493011;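 active = at least 40% inhibition at 20 µM here, with at most 30% in a related deaminase screen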;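 note: plate controls were A3A with DMSO for no effect and wells lacking A3A enzyme for full effect; some results filed as inactive read as strong as hits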
Target sequence (P31941 whole entry, looked up): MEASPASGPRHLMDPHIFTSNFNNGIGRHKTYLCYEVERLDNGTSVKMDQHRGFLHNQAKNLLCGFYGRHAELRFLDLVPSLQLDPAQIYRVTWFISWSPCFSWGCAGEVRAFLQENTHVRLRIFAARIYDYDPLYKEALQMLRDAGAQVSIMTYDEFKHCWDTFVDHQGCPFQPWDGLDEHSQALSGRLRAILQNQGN
* = called active by the depositor; & = joins results of further samples. An excerpt, so the mix of outcomes need not match the whole.

A first look:
SMILES	hIAP inh	mIAP inh	APOBEC3G inh	TIM10 inh	MIN6 prolif	tim10-1 inh	NALP3 yeast inh	mIAP activ	APOBEC3A inh
OC1/C(=C/c2ccccc2F)N2CCC1CC2 (stereo not drawn)	-0.1	6.6	-6.9	5.4	2.5	1.6	2.0	0.934	-4.4
O=c1[nH]c2c(c(=O)n1C1CCCCC1)CCC2	20.1	12.4	-7.2	-12.4	-0.5	7.4	4.2	0.876	-1.1

The listing, from the start:
SMILES	hIAP inh	mIAP inh	APOBEC3G inh	TIM10 inh	MIN6 prolif	tim10-1 inh	NALP3 yeast inh	mIAP activ	APOBEC3A inh
OC1/C(=C/c2ccccc2F)N2CCC1CC2 (stereo not drawn)	-0.1	6.6	-6.9	5.4	2.5	1.6	2.0	0.934	-4.4
O=c1[nH]c2c(c(=O)n1C1CCCCC1)CCC2	20.1	12.4	-7.2	-12.4	-0.5	7.4	4.2	0.876	-1.1
CCCNC(=O)c1c(N)n(CC2CCCO2)c2nc3ccccc3nc12 (stereo not drawn)	-9.1	-31.6	-0.6	26.0	-1.9	44.5*	8.3	1.32	1.9
N#CC1=C(N)Oc2c(c(=O)sc3ccccc23)C1c1ccncc1 (stereo not drawn)	-8.2	1.1	-6.1	-9.5	0.2	20.2	-1.9	0.989	-7.6
CCOC(=O)COc1ccc(/C=C2\C(=O)NC(=S)N(c3ccc(OC)cc3)C2=O)cc1OC	-13.6	12.2	2.6	14.6	0.2	-8.5	12.8	0.878	-1.1
CCOc1ccc(CN(CCCl)CCCl)cc1C(=O)OC	-0.8	-14.3	0.8	-11.9	-1.6	2.4	-7.9	1.14	-2.2
CCOc1cc2[nH]c(=S)n(CCCC(=O)N3CCC4(CC3)OCCO4)c(=O)c2cc1OCC	5.2	4.1	-1.4	9.4	-1.1	8.1	-10.9	0.959	-0.9
Cc1ccccc1C1=NCC(=O)N(CC(=O)NCc2ccco2)c2sc3c(c21)CCCC3	16.2	-7.8	-4.5	36.6	-2.4	31.1	13.7	1.08	-0.1
COc1ccc(C2(C#N)CC[N+](C)(C)CC2)cc1	20.5	7.6	-3.7	-1.2	-3.0	12.0	9.0	0.924	-1.6
CC(C)c1ccc(N2C(=O)NC(=O)/C(=C/c3cnc(-c4ccccc4)nc3)C2=O)cc1	12.0	-6.5	-3.7	12.5	-3.1	-11.4	10.4	1.06	4.3
COc1ccc(OC)c(-n2c(O)c(/C=C3\C(C)=Nc4ccccc43)c(=O)[nH]c2=O)c1	6.2	2.4	-5.4	21.0	-0.1	7.9	4.1	0.976	-1.9
N#CCCn1cc(C(=O)Nc2ccccc2Cl)c(-c2ccc([N+](=O)[O-])cc2)n1	-14.1	6.8	1.8	-3.4	0.0	30.8	15.7	0.932	-0.7
CN1C[C@H](CNC(=O)OCc2ccccc2)C[C@@H]2c3cccc4c3c(cn4C)C[C@H]21	-14.0	-7.5	-9.6	12.3	-6.0	8.0	24.0	1.07	-2.5
CCOP(=O)(Cc1cc(C(=O)CC)c(C)o1)OCC	-13.4	2.2	1.0	-2.3	-0.1	11.5	19.6	0.978	-2.4
Cc1nc2ncnn2c(C)c1CCC(=O)N1CCC2(CC1)OCCO2	-8.0	3.6	-6.8	-2.5	-0.3	3.5	0.8	0.964	-2.5
CCOc1cc2c(cc1OCC)-n1cccc1C(c1cc(C)c(OC)cc1C)NC2 (stereo not drawn)	1.0	2.4	-8.5	-4.7	-6.3	-5.9	19.9	0.976	-2.5
COc1ccc(C(=O)N2CCC3(CC2)OCCO3)cc1	-5.6	-4.6	9.5	11.1	-0.3	-5.5	17.9	1.05	-1.5
COc1cccc(-c2nn(CCC#N)cc2C(=O)Nc2ccccc2Cl)c1	-5.6	-3.8	-6.0	-2.1	-3.2	-1.6	20.7	1.04	-4.7
Cn1nc(-c2ccc(OCC(=O)N3CCN(Cc4ccccc4)CC3)cc2)c2ccccc2c1=O	5.6&-11.0	7.3&6.7	-4.9&-8.9	21.9&6.6	-5.5&-5.8	30.9&25.9	8.8&20.9	0.927&0.933	-2.6&-5.9
CCOP(=O)(Cc1cc(C(C)=O)c(C)o1)OCC	7.2	3.1	-1.3	-7.3	0.2	-3.5	-1.2	0.969	1.4
O=C(c1n[nH]c(=O)c2ccccc12)N1CCC2(CC1)OCCO2	8.5	-0.3	-3.8	1.3	1.3	-3.2	19.4	1	2.3
COc1ccc2[nH]c(C)c(CCN3CCC(=O)C(C)C3C)c2c1 (stereo not drawn)	1.9	4.6	-6.7	-2.6	4.3	3.7	-0.3	0.954	-3.2
CCN1CCN(c2ccc([N+](=O)[O-])cc2C=C2C(=O)NC(=O)NC2=O)CC1	-1.1	8.9	-2.0	-4.1	-1.2	5.1	10.2	0.911	0.4
CCOc1ccc(-n2c(-c3ccoc3)nc3ccccc3c2=O)cc1	-0.2	-9.7	-0.1	-0.8	-1.1	15.8	32.8	1.1	4.9
Cc1ccc2c(c1)C1CN(C)CCC1N2C(=O)Cn1nnc(-c2ccccc2F)n1 (stereo not drawn)	-5.5	5.3	-1.4	-1.9	1.3	-4.9	5.9	0.947	-2.3
Continued.
SMILES	hIAP inh	mIAP inh	APOBEC3G inh	TIM10 inh	MIN6 prolif	tim10-1 inh	NALP3 yeast inh	mIAP activ	APOBEC3A inh
COC(=O)c1ccccc1N=Cc1c(O)[nH]c(=O)[nH]c1=O	1.1	-7.1	-5.6	-15.5	-0.4	14.9	-7.2	1.07	3.0
O=C1N(CN2CCOCC2)c2ccccc2C1(O)c1c[nH]c2ccccc12 (stereo not drawn)	-29.2	2.7	-8.0	-23.9	-1.0	18.7	8.6	0.973	-0.5
COc1cccc(CNCCc2c[nH]c3ccccc23)c1OC	1.5	-6.3	-6.3	9.4	1.0	14.7	-6.3	1.06	2.1
CCC(C)C(=O)N[C@@H](c1ccccc1)[C@@H](O)C(=O)O[C@H]1C[C@@]2(O)[C@@H](OC(=O)c3ccccc3)C3[C@](C)(C(=O)[C@H](OC(C)=O)C(=C1C)C2(C)C)[C@@H](O)C[C@H]1OC[C@@]31OC(C)=O (stereo partly drawn)	0.1	-10.3	-12.4	5.2	0.9	-0.7	20.6	1.1	-2.0
CCC(C(=O)N1CCC2(CC1)OCCO2)c1ccccc1 (stereo not drawn)	-1.0	-4.5	-5.4	10.1	2.3	11.5	0.0	1.04	-1.8
COC(=O)OCC12CCC(O1)C1(C)C(=O)OCC21 (stereo not drawn)	1.9	-5.1	-6.4	6.5	-0.2	4.7	14.6	1.05	-2.5
CCC(=O)N1N=C2C3CCN(CC3)C2C1c1ccc(C)cc1 (stereo not drawn)	5.2	4.6	-6.3	-3.1	0.1	-6.6	8.0	0.954	-6.2
CC(C(=O)c1c[nH]c2ccccc12)N1CCSCC1 (stereo not drawn)	-5.6	1.0	-7.1	12.4	1.4	12.6	-5.3	0.99	-2.7
COc1cccc(N2C(=O)NC(=O)/C(=C\c3cn(C)c4ccccc34)C2=O)c1	3.8	5.8	-8.6	10.8	-3.6	13.4	8.1	0.942	-2.8
O=C(CSC1c2ccccc2-c2ccccc21)N/N=C/c1ccccc1	-8.6	-5.3	-8.3	33.6	0.5	30.5	6.1	1.05	-4.4
C=CCn1c(C)c(C=C2C(=O)NC(=O)NC2=O)c2ccccc21	7.2	16.1	-5.5	7.2	-2.1	9.5	19.3	0.839	1.5
CC[C@H]1CC2CN3CCc4c([nH]c5cc(OC)ccc45)[C@](C(=O)OC)(C2)[C@H]13	-5.5	6.5	-8.9	6.9	-5.0	25.2	7.5	0.935	-4.8
[N-]=[N+]=CC(=O)OC[C@H](N)C(=O)O	6.0	-2.9	-6.9	5.8	-1.6	-3.1	18.3	1.03	-0.4
CC(=O)C1=C(C)OC(N)=C(C(=O)OC(C)C)C12C(=O)Nc1ccccc12 (stereo not drawn)	6.4	-4.8	-0.1	9.4	-3.6	9.2	0.3	1.05	-3.5
CCCN(CC#CCO)CCC	-9.6	-8.8	-2.0	0.0	-1.9	-4.2	1.3	1.09	-1.8
CCOc1ccc(N=Cc2c(O)n(C(C)(C)C)c(=O)[nH]c2=O)cc1	8.4	8.5	-4.2	13.6	-1.4	12.7	3.4	0.915	-2.5
NCCc1nc2ccccc2s1	-12.8	-2.5	-6.2	0.1	-1.3	3.3	10.3	1.02	-0.5
C[N+]12CCC(CC1)C(C(O)(c1cccc(Cl)c1)c1cccc(Cl)c1)C2 (stereo not drawn)	-47.3	-34.1	19.7	-1.9	1.8	-6.0	12.7	1.34	86.5*
Nc1ccccc1C(=O)OC1CSC1	4.6	2.3	-1.2	-17.6	-0.2	-27.8	-1.4	0.977	0.7
Cc1sc2c(c1C)C(c1ccc(C(C)(C)C)cc1)=NCC(=O)N2CC(=O)Nc1nccs1	-5.9	8.8	-7.6	27.1	-6.5	32.4	6.1	0.912	-1.8
CNC(=S)N(C)CCc1cc2c(c(OC)c1C=C1C(=O)NC(=O)NC1=O)OCO2	9.1	-5.9	-4.5	9.2	1.0	8.8	4.6	1.06	0.4
CN1CCN(C(=O)COc2ccc(C(C)(C)C)cc2Br)CC1	-9.8	3.5	-1.9	-5.1	-0.6	16.4	21.5	0.965	-2.5
O=[N+]([O-])CCO	-5.1	5.9	-11.3	1.1	7.8	-12.0	1.0	0.941	-1.3
O=C(C1CCC(=O)N1Cc1ccccc1Cl)N1CCC2(CC1)OCCO2 (stereo not drawn)	-16.5	0.4	1.2	23.6	-2.6	-3.4	-2.2	0.996	3.6
O=C(NC1CCCCC1)Oc1cc2oc(=O)sc2cc1Cl	-7.8	60.8*	-1.6	35.7	-3.7	26.9	7.9	0.392	7.0
Going on with the list:
SMILES	hIAP inh	mIAP inh	APOBEC3G inh	TIM10 inh	MIN6 prolif	tim10-1 inh	NALP3 yeast inh	mIAP activ	APOBEC3A inh
Cc1c2ccncc2c(C)c2c1[nH]c1ccccc12	-27.2	-15.0	5.0	57.3*	-7.7	62.9*	82.0*	1.15	20.4
CCC(=NCc1ccc2c(c1)OCO2)c1c(O)n(C2CCCCC2)c(=O)[nH]c1=O	18.7	4.5	-5.1	27.3	-6.1	14.6	21.4	0.955	-2.9
COc1ccccc1C1CC2CCC(C1OC(C)=O)N2Cc1ccccc1 (stereo not drawn)	-16.5	7.1	-7.4	3.7	-0.9	-1.5	1.6	0.929	-2.0
COc1ccccc1OCC#CCN1CCCC(C)C1 (stereo not drawn)	6.9	6.7	2.5	-2.4	-0.8	-6.5	19.8	0.933	2.0
O=C(NC(c1ccc(Cl)cc1)P(=O)(Oc1ccccc1)Oc1ccccc1)OCc1ccccc1 (stereo not drawn)	10.2	-0.2	-3.1	7.9	2.0	23.9	11.2	1	1.2
CC12CCC3C(CC=C4CC(O)CCC43C)C1C/C(=C\c1ccccc1F)C2=O (stereo not drawn)	19.4	12.2	-7.7	-11.6	0.0	-16.5	30.8	0.878	-2.0
COc1cccc([C@@]2(O)CCCC[C@@H]2CN(C)C)c1	8.9&-0.5	3.2&-2.0	-4.3&-6.5	9.2&11.1	-3.6&-0.8	-11.8&1.8	10.9&8.4	0.968&1.02	0.4&-4.1
C[C@]12CC[C@H](O)C[C@H]1CC[C@@H]1C2CC[C@]2(C)[C@@H](C3=CC(=O)OC3)[C@@H](O)C[C@]12O (stereo partly drawn)	15.9	10.5	-6.2	5.4	4.6	4.3	8.3	0.895	-3.5
COC(=O)C1=C(c2ccc(OC)c(OC)c2)C[C@@H]2CC[C@H]1N2C(=O)NC1CCCCC1	-20.6	10.7	-1.7	1.7	-1.0	2.3	3.0	0.893	0.5
O=Cc1cn(CCCOc2ccccc2)c2ccccc12	-1.5	4.1	-8.0	-13.1	-1.9	18.7	24.4	0.959	3.9
